High-throughput results: PubChem, National Center for Advancing Translational Sciences (NCATS)
PTAP TSG101 blk: blocks PTAP/TSG101 interaction to inhibit HIV-1 budding. AID 493005. Potency, µM (doses to about 115 µM), inactives show top-dose activity change, negative = inhibition, actives largely listed as inhibitors. 340,000 tested, under 10 active. Q99816. Fluorescence polarization, FITC-PTAP peptide / Tsg101 binding; active means well fitted inhibition curve with a large enough effect in the main read-out, with a control signal flat, not every such curve was filed as active; inconclusive means small, poorly fitted or top-dose-only effect, or effect the other way, or a change in a side signal; inactive means no such curve, though single readings can be large or run the other way; further: potency means the concentration at half of the fitted maximal effect; % of control where 0% means no effect
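Steps: Tsg101 binding domain dispensed (10 uM final), compounds pinned in DMSO, FITC-labeled PTAP-motif peptide added (50 nM final); after 20 min binding at room temperature, polarization measured.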
USP2a inh: blocks human ubiquitin-specific protease USP2a; hit rate 0.01% among 330,000; O75604; USP2 core, Ub-CHOP2 coupled fluorogenic reporter, 485/531; Potency, µM (top dose mostly 38.3 µM), for the others: top-dose activity change, negative = inhibition, most hits filed as inhibitors; AID 463254;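 further: potency means the concentration at half of the fitted maximal effect; plate controls were DMSO wells for no effect and full inhibition by NEM control for full effect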
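Cell-free coupled assay: 10nM USP2 core preincubated 30min RT with compound in Tris-HCl pH 8.0/CaCl2/CHAPS buffer, then 25nM Ub-CHOP2 and 25nM reporter substrate; fluorescence (Ex 485/Em 531) read after 60min RT, normalized to NEM inhibition, concentration-response curves fitted.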
BRCA1 expr up: activators of BRCA1 expression | MCF7-BRCA1-FFLuc reporter, luminescence, 48 h; response scale: scaled: vehicle 0%, 10 µM genistein 100% | Potency, µM (series often up to 46.1 µM), for inactives: at the highest dose activation, most hits filed as activators | hit rate 1.1% among 380,000; further: potency means the concentration at half of the fitted maximal effect; nearly all actives have a fitted effect of over 80% in size; some results filed as inactive show a strong effect at the top dose
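48 h compound treatment of MCF7-BRCA1-FFLuc cells (phenol-red free MEM, 37 °C), then 15 min with luciferase substrate and luminescence imaging.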
B2AR arrestin: agonists driving beta-arrestin recruitment to human beta2-adrenergic receptor. hit rate 0.02% among 330,000. beta-arrestin recruitment to beta2AR, cell-based reporter. Potency, µM (series often up to 46.1 µM), for the others: at the top dose activation, hits mostly activators. P07550;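 further: potency means the concentration at half of the fitted maximal effect; 0% = DMSO controls and full agonism = EC100 isoproterenol or metaproterenol; nearly all actives have a fitted effect of over 65% in size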
ELG1 genotox: induces genotoxicity in HEK293T cells with luciferase-tagged ELG1; HEK293T ELG1-luciferase reporter, luminescence, 16 h; Potency, µM (top dose mostly 46 µM), for the others: at the highest dose activity change, positive = activation, usual class: activators; hit rate 1.3% among 330,000; AID 504466; further: potency means the concentration at half of the fitted maximal effect; % of control where 0% means no effect; nearly all actives have a fitted effect of over 60% in size
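Quantitative HTS format in 1536-well plates. HEK293T ELG1-luciferase reporter cells receive test compound and are incubated 16 hr at 37 °C, 5% CO2; ONE-Glo added, 30 min room temperature, then luminescence read.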
Eya2 phos inh: blocks the phosphatase activity of human Eya2 | Potency, µM (highest dose often 76.9 µM), for inactives: at the highest dose activity, negative = inhibition, actives largely listed as inhibitors | O00167 | AID 488837 | hit rate 0.006% among 330,000 | recombinant Eya2, OMFP fluorescence dephosphorylation (OMFP is methylfluorescein phosphate); further: potency means the concentration at half of the fitted maximal effect; on the % scale 0 is the no-effect control and ±100 the full control effect
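Eya2 (0.2 uM) preincubated 10 min at ambient with compound, then OMFP substrate added at 50 uM; 10 min reaction in 50 mM HEPES pH 7.5, 50 mM NaCl, 5 uM MgCl2, 0.05% BSA, 1 mM DTT. Fluorescence read at Ex 485/Em 525 nm.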
a7 integrin act: activators of alpha7 integrin expression for muscular dystrophy; alpha7betagal myoblasts, beta-gal FDG fluorescence, 48 h; Potency, µM (top dose mostly 38.3 µM), without a hit: top-dose activation, hits mostly activators; hit rate 0.064% among 350,000;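 further: potency means the concentration at half of the fitted maximal effect; 100% = response of the positive control SU9516; nearly all actives have a fitted effect of over 60% in size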
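Alpha7betagal+/- myoblasts (passage 13) were plated 16-24 hr, then exposed to compounds (1:260 dilution of DMSO stock) for 48 hours at 37C. After MPER lysis, β-galactosidase reporter activity was read as FDG fluorescence (ex 480/em 540) after 30 minutes.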
S-ASM inh: inhibitors of human secretory acid sphingomyelinase; hit rate 0.006% among 340,000; Potency, µM (series often up to 57.5 µM), inactives show at the top dose activity change, negative = inhibition, hits mostly inhibitors; placental ASM, HMU-PC fluorogenic substrate, 60 min; further: potency means the concentration at half of the fitted maximal effect
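Human placenta-derived ASM enzyme was preincubated with compound for 10 minutes at room temperature, then given fluorogenic substrate HMU-PC0 (9 uM final) for 60 minutes at 37 °C; a pH 10 stop preceded fluorescence reading at Ex 386/Em 447 nm.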
TRPV1 agonist: human TRPV1 agonism | Q8NER1 | TRPV1-expressing cells, Fluo-8 calcium influx, agonist mode | activation, % at 8.33 µM | hit rate 0.19% among 320,000; in the data active means activation above about 80%; inconclusive means between about 30% and that limit; further: 0% is about no effect
Target sequence (Q8NER1 whole entry, looked up): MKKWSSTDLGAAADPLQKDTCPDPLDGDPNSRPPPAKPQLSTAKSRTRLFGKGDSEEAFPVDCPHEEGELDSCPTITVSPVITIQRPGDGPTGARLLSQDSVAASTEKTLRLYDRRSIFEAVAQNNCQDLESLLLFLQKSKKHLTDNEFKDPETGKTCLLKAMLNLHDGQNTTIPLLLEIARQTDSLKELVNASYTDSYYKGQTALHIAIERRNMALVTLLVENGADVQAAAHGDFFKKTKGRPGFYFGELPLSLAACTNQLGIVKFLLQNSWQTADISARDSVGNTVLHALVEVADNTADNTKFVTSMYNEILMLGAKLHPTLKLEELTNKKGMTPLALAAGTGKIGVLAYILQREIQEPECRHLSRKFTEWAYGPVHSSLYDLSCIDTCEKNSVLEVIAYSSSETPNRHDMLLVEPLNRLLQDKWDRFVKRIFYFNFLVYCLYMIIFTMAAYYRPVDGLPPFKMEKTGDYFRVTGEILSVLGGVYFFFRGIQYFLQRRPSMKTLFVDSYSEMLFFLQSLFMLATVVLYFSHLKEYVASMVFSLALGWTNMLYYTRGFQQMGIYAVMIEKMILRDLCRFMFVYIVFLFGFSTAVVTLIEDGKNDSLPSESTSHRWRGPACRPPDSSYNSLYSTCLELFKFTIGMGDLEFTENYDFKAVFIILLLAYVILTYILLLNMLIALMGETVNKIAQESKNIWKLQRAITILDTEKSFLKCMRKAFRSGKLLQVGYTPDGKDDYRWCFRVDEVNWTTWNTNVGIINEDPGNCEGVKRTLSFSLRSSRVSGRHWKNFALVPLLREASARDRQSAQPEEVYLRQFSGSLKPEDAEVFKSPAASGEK
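Fluo-8 calcium influx in TRPV1-expressing cells, kinetic read (ex 480/em 520 nm). Compound added and read 3 min for agonist activity, followed by capsaicin at EC20 final and 2 min further read for enhancement.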
uPA generation: blocks generation of uPA at the cell surface; cell surface uPA generation assay, qHTS; Potency, µM (doses to about 38.3 µM), for inactives: at the top dose activity change, negative = inhibition, actives largely listed as inhibitors; hit rate 0.31% among 330,000; AID 540303; active means well fitted inhibition curve with a large enough effect; inconclusive means small, poorly fitted or top-dose-only effect; inactive means no such curve, though single readings can be large or run the other way; tested in mouse RAW 264.7 cells; further: potency means the concentration at half of the fitted maximal effect; on the % scale 0 is the no-effect control and ±100 the full control effect; nearly all actives have a fitted effect of over 55% in size
p53 reactivation: mutant p53 re-activation in reporter cells. H1299 p53-A138V BP100-luciferase reporter, luminescence, 24 h. Potency, µM (series often up to 92.2 µM), for the others: at the top dose activity change, positive = activation, most hits filed as activators. hit rate 0.063% among 320,000; further: potency means the concentration at half of the fitted maximal effect; % of control where 0% means no effect; nearly all actives have a fitted effect of over 45% in size
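H1299 (p53-null), stable ts p53-A138V + BP100-Luc; 1000 cells/well, Opti-MEM/10% FBS; cpd 4 pt, 1:5; 24 h, 37 deg C, 5% CO2; detection reagent 10 min RT; luminescence.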
* = called active by the depositor; i = inactive; ? = inconclusive; . = no result given; & = joins results of further samples; [ ] = remark or other dose. Unless noted, the call rests on the fitted dose curve; in most records, active means well fitted curve in the direction sought with a large enough effect; inconclusive means small, poorly fitted or top-dose-only effect, or another doubt; inactive means no such curve, though single readings can be large; an effect the other way counts as inactive or inconclusive.

1) c1ccc(CNc2c3c(nc4ncnn24)CCCC3)nc1
2) O=C(OC1CCCCC1=O)c1cccc(S(=O)(=O)N2CCCCC2)c1 (configuration not stated)
3) Cc1ccc(NC(=O)C2(S(=O)(=O)c3ccc(Cl)cc3)CC2)cc1
4) CCc1ccccc1NC1=NCC(=O)N1C1CCCCC1
5) Cc1ccc(S(=O)(=O)NCC(=O)N2CCOCCOCCOCC2)cc1
6) Cn1cc(C(CO)Cc2ccccc2)c2ccccc21 (configuration not stated)
7) Clc1cccc(-c2ccc(C=Nc3ccc(N4CCOCC4)cc3)o2)c1
8) CC(=O)c1cccc(S(=O)(=O)NCC2CCCCC2)c1

Assay by compound	1	2	3	4	5	6	7	8
S-ASM inh	-3%	-1%	0%[11.5 µM]	-2%	2%	5%	0%	-3%
TRPV1 agonist	-3	?	6	21	6	0	7	1
uPA generation	-3%	-6%	1%	-3%	0%	10%	-4%	-7%
B2AR arrestin	0.0%	-0.1%	-0.4%	-1.2%	-0.4%	0.1%	-0.8%	-0.3%
a7 integrin act	-12%	4%	28%	1%	18%	-18%	9%	-1%
BRCA1 expr up	0%	-7%	-22%	-29%	-10%	0%	-25%	-5%
ELG1 genotox	1%	-1%	2%	-1%	1%	-1%	3%	0%
PTAP TSG101 blk	-2%	-2%	0%	-3%	0%	1%	3%	2%
USP2a inh	2%	-1%	0%	6%	2%	0%	-1%	1%
p53 reactivation	-6%	0%	-4%	-9%	0%	22%	-3%	21%
Eya2 phos inh	1%	-36%	-2%	0%	5%	8%	-4%	-5%

9) CC(C)OCCCn1c(=S)[nH]c2ncccc2c1=O
10) O=C(Nc1nnc(SCc2ccc(Cl)cc2)s1)c1cnccn1
11) Cc1nc2sc3c(O)cc(=O)[nH]c3c2c(C)c1C
12) CCS(=O)(=O)N1Cc2ccccc2CC1C(=O)N1CCN(c2ccccc2)CC1 (configuration not stated)
13) Cc1ccc(NC(=O)COC(=O)c2cc(Cl)ccc2[N+](=O)[O-])cc1
14) CCOc1ccc(Br)cc1S(=O)(=O)Nc1cccc(S(=O)(=O)N2CCOCC2)c1
15) O=C(O)c1ccccc1C(=O)c1ccc(Oc2ccccc2)cc1
16) COC(=O)[C@]1(Cc2ccccc2)N[C@H](CN(C)C(=O)NC(C)C)[C@@H]2C(=O)N(Cc3ccccc3)C(=O)[C@@H]21

Assay by compound	9	10	11	12	13	14	15	16
S-ASM inh	1%	-3%	5%	0%	-2%	1%	5%	-3%
TRPV1 agonist	1	1	1	1	23	.	-10	.
uPA generation	-4%	1%	1%	0%	2%	-18%	-1%	20%
B2AR arrestin	-0.5%	-0.5%	-0.1%	0.0%	-0.1%	.	-0.5%	3.3%
a7 integrin act	-9%	-10%	10%	-3%	9%	3%	-10%	2%
BRCA1 expr up	0%	-8%	3%	-2%	-13%	2%	22%	-1%
ELG1 genotox	1%	-2%	-4%	-1%	0%	.	-4%	0%
PTAP TSG101 blk	-2%	-2%	-7%	-6%	-1%	-1%	-2%	5%
USP2a inh	3%	0%	4%	3%	4%	.	4%	0%
p53 reactivation	5%	-1%	8%	-3%	2%	.	25%	-1%
Eya2 phos inh	-3%	11%	19%	-7%	-2%	.	-2%	-43%

17) COc1ccc(NC(=O)N2c3ccccc3C(C)=CC2(C)C)cc1
18) COCCCNC(=S)NC(=O)c1ccccc1
19) CCC1CCc2c(sc(NC(=O)CSc3nc(-c4ccco4)cc(C(F)(F)F)n3)c2C#N)C1 (configuration not stated)
20) CCOc1cc(S(=O)(=O)NCc2ccccn2)c(C)cc1C
21) Cc1ccc(S(=O)(=O)N2CCN(C(=O)CCC(=O)NCc3ccc(F)cc3)CC2)cc1
22) Cc1csc2nc(CSc3nncn3-c3ccccc3)c(Br)n12
23) CCOC(=O)NC(NC(=O)OCC)C(=O)c1ccc(F)cc1
24) O=C(COC(=O)c1cccc(Cl)c1)Nc1cc(Cl)ccc1Oc1ccccc1

Assay by compound	17	18	19	20	21	22	23	24
S-ASM inh	24%	1%	-19%	.	0%	-2%	6%	-6%
TRPV1 agonist	0	0	0	24	5	0	1	6
uPA generation	0%	-6%	10%	.	-1%	3%	.	-2%
B2AR arrestin	-0.5%	0.3%	-0.2%	0.4%	-0.1%	0.3%	-0.9%	-0.2%
a7 integrin act	-16%	-1%	-18%	.	-7%	-9%	9%[7.66 µM]	-8%
BRCA1 expr up	11%	?	-11%	.	-1%	5%	9%	-9%
ELG1 genotox	4%	9%	-1%	0%	-2%	0%	5%	0%
PTAP TSG101 blk	0%	-1%	-1%	.	0%	-6%	-3%	-5%
USP2a inh	11%	8%	2%	2%	2%	-1%	1%	1%
p53 reactivation	2%	?	0%	-2%	3%	8%	6%	-1%
Eya2 phos inh	-8%	-4%	5%	8%	3%	23%	-4%	6%

A different layout for part of the listing above.
entry	SMILES	S-ASM inh	TRPV1 agonist	uPA generation	B2AR arrestin	a7 integrin act	BRCA1 expr up	ELG1 genotox	PTAP TSG101 blk	USP2a inh	p53 reactivation	Eya2 phos inh
16	COC(=O)[C@]1(Cc2ccccc2)N[C@H](CN(C)C(=O)NC(C)C)[C@@H]2C(=O)N(Cc3ccccc3)C(=O)[C@@H]21	-3%	.	20%	3.3%	2%	-1%	0%	5%	0%	-1%	-43%
17	COc1ccc(NC(=O)N2c3ccccc3C(C)=CC2(C)C)cc1	24%	0	0%	-0.5%	-16%	11%	4%	0%	11%	2%	-8%
18	COCCCNC(=S)NC(=O)c1ccccc1	1%	0	-6%	0.3%	-1%	?	9%	-1%	8%	?	-4%

Further compounds
25) COCCNC(=O)c1cc2c(s1)-c1ccc(Cl)cc1SC2
26) N#C/C(=C/c1cc(Cl)c(O)c(Cl)c1)C(=O)N1CCCCC1
27) NS(=O)(=O)c1ccc(CNC(=O)c2scc3c2CCCC3)cc1
28) COc1cc(C(=O)NCCCNc2nc3cc(C)cc(C)c3cc2C#N)cc(OC)c1OC
29) O=C(O)CCC(=O)N1CCc2c([nH]c3ccccc23)C1C(F)(F)F (configuration not stated)
30) CCCCNC(=O)C1CCN(c2nc(OC)nc(OC)n2)CC1
31) CCOC(=O)C1=C(C)Nc2nnnn2C1c1ccc(OC)c(Br)c1 (configuration not stated)
32) CCN1C(=NCC(C)C)N[C@@H](CCc2ccccc2)[C@H](C(=O)NCC(C)C)[C@H]1C

Assay by compound	25	26	27	28	29	30	31	32
S-ASM inh	115%[activator]	8%	5%	i	8%	1%	68%[activator]	2%
TRPV1 agonist	?	3	1	13	3	1	1	-2&4
uPA generation	-7%	-1%	-1%	-1%	4%	0%	19%	-4%
B2AR arrestin	0.1%	-0.9%	0.2%	-0.2%	0.2%	0.2%	0.1%	0.2%&-0.8%
a7 integrin act	-38%	1%	7%	-31%	14%	18%	21%	5%
BRCA1 expr up	?	13%	0%	-22%	0%	8%	-26%	5%
ELG1 genotox	?	-1%	-5%	-4%	0%	0%	1%	-4%
PTAP TSG101 blk	-1%	-3%	0%	-5%	-7%	0%	0%	-1%
USP2a inh	0%	-1%	0%	-1%	-1%	1%	-1%	0%&3%
p53 reactivation	?	.	-3%	-3%	2%	14%	-2%	.
Eya2 phos inh	-12%	-21%	12%	5%	?	3%	-1%	-8%&3%

33) COc1ccc(C)cc1NC(=O)CSCc1cc(=O)n2c(C)csc2n1
34) Cc1ccc(/C=N/N2CCN(Cc3ccccc3)CC2)s1
35) CCCCN(C(=O)c1c(CC)noc1C)c1c(N)n(CCCC)c(=O)[nH]c1=O
36) CC(NC(=O)C1CCCC1)c1ccc(Br)cc1 (configuration not stated)
37) CCOC(=O)c1c(C)[nH]c(C)c1S(=O)(=O)NCCc1sccc1C
38) C[C@@H](NC(=O)c1nc[nH]c1C(=O)N[C@@H](CCCCNC(=O)OC(C)(C)C)C(=O)OC(C)(C)C)c1ccccc1
39) O=C(c1cc2cc(Cl)ccc2[nH]1)N1CCN(c2ccccn2)CC1

Assay by compound	33	34	35	36	37	38	39
S-ASM inh	3%	3%	61%[activator]	6%	1%	-3%	-2%
TRPV1 agonist	-1	28	1	27	5	2	3
uPA generation	31%[activator]	4%	2%	-23%	4%	?	2%
B2AR arrestin	0.4%	-0.1%	0.2%	-0.5%	0.2%	-1.0%	-1.0%
a7 integrin act	11%	-2%	3%	0%	10%	-20%	15%
BRCA1 expr up	-16%	94%	-11%	7%	-19%	-79%[inhibitor]	-27%
ELG1 genotox	0%	5%	-3%	-4%	1%	-12%	-3%
PTAP TSG101 blk	-1%	-2%	-9%	-5%	2%	-5%	-2%
USP2a inh	3%	3%	-4%	0%	2%	-4%	0%
p53 reactivation	7%	12%	8%	2%	-8%	2%	.
Eya2 phos inh	-24%	5%	4%	6%	11%	-22%	1%
